# High-throughput results as filed in PubChem BioAssay.
# RmlCD inh 1536 = blocks M. tuberculosis RmlC and RmlD coupled enzymes | 160,000 tested, 0.03% active | inhibition, % at 3.6 µM | AID 1533 | P9WH09+P9WH11 | RmlC+RmlD coupled enzyme assay, percent inhibition; primary screen in compound mixtures; in the data active = inhibition mostly above about 34%, no sharp cut-off; inconclusive = no clear call, values can overlap the other calls; inactive = mostly below about 22%; note: some results filed as inactive read as strong as hits
# Target sequence (P9WH09 whole entry, looked up): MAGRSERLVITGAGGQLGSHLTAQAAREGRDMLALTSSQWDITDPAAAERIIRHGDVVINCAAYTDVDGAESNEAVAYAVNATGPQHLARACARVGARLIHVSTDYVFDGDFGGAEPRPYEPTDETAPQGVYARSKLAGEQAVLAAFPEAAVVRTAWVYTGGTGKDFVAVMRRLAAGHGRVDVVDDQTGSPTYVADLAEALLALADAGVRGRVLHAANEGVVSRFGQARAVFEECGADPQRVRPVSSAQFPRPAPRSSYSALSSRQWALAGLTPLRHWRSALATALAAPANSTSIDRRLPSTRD
# Target sequence (P9WH11 whole entry, looked up): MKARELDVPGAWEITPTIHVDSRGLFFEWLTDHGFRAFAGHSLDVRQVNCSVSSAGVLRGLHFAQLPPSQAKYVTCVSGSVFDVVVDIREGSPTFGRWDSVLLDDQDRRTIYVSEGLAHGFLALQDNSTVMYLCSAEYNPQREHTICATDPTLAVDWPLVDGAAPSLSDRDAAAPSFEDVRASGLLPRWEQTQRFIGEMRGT
# M. tuberculosis GlmU = inhibition of mycobacterial GlmU enzyme – biochemical, glucosamine-1-phosphate acetyltransferase (AID 1376). M. tuberculosis GlmU acetyltransferase enzyme assay; higher % means a stronger effect. one-dose inhibition, %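 (tested at 30 µM in the primary screen)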; IC50 in µM for titrated hits. 220,000 tested, 0.25% active; in the data active = inhibition above about 13%; inconclusive = no clear call, values can overlap the other calls;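 note: 0% = complete reaction with vehicle and 100% = reaction without substrate; strong numbers were not always called active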
# An asterisk follows results filed as active; ? = inconclusive; nt = no result given. Some of the compounds tested. The share of hits here may be higher or lower than overall.
# The line under a structure holds: RmlCD inh 1536	M. tuberculosis GlmU
C/C(=N\NC(=O)c1cc(C2CC2)nc2ccccc12)c1ccc(C)s1
    -8	-0.9%
CSc1nc2ccccc2n1CC(=O)N1CCCCC1
    -50	6.0%
CCOC(=O)N1CCN(C(=O)c2ccc(CN(c3ccc(C)c(C)c3)S(C)(=O)=O)cc2)CC1
    nt	0.7%
Cc1cc(C)cc(NC(=S)N2CCN(c3ncccn3)CC2)c1
    7	2.7%
O=C(CN1CCCc2ccccc21)Nc1ccc(F)cc1[N+](=O)[O-]
    -11	-3.1%
O=C1C=C(c2ccc3c(c2)OCO3)CCC1
    nt	-1.4%
Cc1oc(-c2cccc(F)c2)nc1CN1CCCCC1CCn1cccn1 (stereo unspecified)
    2	1.5%
COc1cccc(C(=O)Nc2cc3c(cc2Br)OCCCO3)c1
    -8	-1.8%
N=c1sccn1CC(=O)N1N=C(c2ccc(Cl)cc2)CC1c1ccco1 (stereo unspecified)
    nt	-3.5%
CCOc1ccc(CNc2ccc3c(c2)nc(C)n3C)cc1
    nt	-1.9%
O=C(O)CSCCOc1ccc(OCCSCC(=O)O)cc1
    6	0.5%
Cc1cnn(Cc2cccnc2)c1N
    29	6.2%
Cn1c(=O)c2c(nc(N3CCCCCC3)n2CC(O)COc2ccc(Cl)cc2)n(C)c1=O (stereo unspecified)
    nt	-3.1%
COc1ccc(-c2cc(-c3n[nH]c(=S)n3-c3ccccc3Cl)[nH]n2)cc1
    -9	3.3%
CC(C)(C)c1ccc(C(=O)NNC(=O)Cc2ccccc2)cc1
    12	-6.5%

# Next section
# The line under a structure holds: RmlCD inh 1536	M. tuberculosis GlmU
O=C(c1ccccc1Br)N1CCCC(c2nc(-c3cccs3)no2)C1 (stereo unspecified)
    ?	0.9%
Cc1ccc(NC(=O)CSc2nc(N)cc(=O)[nH]2)cc1Cl
    -11	-1.3%
CCOC(=O)C1=C(C)NC(C)=C(C(=O)OCC)C1c1cccs1
    nt	-2.5%
CCCCOC(=O)/C(=C/C=C/c1ccccc1)NC(=O)c1ccccc1
    2	2.4%
Cc1cccc(-c2nnc(SCc3cc(=O)[nH]c4ccccc34)n2C)c1
    -18	-1.9%
O=C(CSc1n[nH]c(=O)n1Cc1ccco1)Nc1ccccc1Cl
    0	0.1%
COc1cccc(/C(O)=C2/C(=O)C(=O)N(Cc3cccnc3)C2c2ccco2)c1 (stereo unspecified)
    1	3.6%
CCSc1ccccc1C(=O)n1nnc2ccccc21
    10	-3.5%
CCOC(=O)c1[nH]c(C)c(C(=O)NCCCOC(C)C)c1C
    nt	-0.1%
O=C(/C=C/c1ccc([N+](=O)[O-])s1)N1CCCC1
    nt	-1.1%
Cc1ccc2cc(/C=N/NC(=O)[C@@H]3CCCN3)c(Cl)nc2c1
    -18	1.7%
CCOc1c2ccc(C(=O)NCc3ccco3)cc2nn1CCOC
    8	2.3%
COc1ccc(-c2cc(C3CCN(C(=O)OC(C)(C)C)CC3)[nH]n2)cc1
    0	1.7%
CCOC(=O)CN1C(=O)N[C@@H](c2cccs2)C(C(C)=O)=C1C
    nt	-5.4%
CC(C)NC1CS(=O)(=O)CC1O (stereo unspecified)
    11	1.6%

# Remaining list, next part
# The line under a structure holds: RmlCD inh 1536	M. tuberculosis GlmU
O=C(Cn1nc(C(=O)O)c2ccccc2c1=O)NCCC1=CCCCC1
    5	3.7%
COc1ccc(OC)c(/C(O)=C/C(=O)C(=O)Nc2ccccc2OC)c1
    4	0.7%
Cc1ccccc1NC(=O)c1cc([N+](=O)[O-])ccc1NCCN1C(=O)CCC1=O
    nt	-5.2%
CCCn1c(NCCO)nc2ccccc21
    1	4.0%
Cc1nn(-c2ccccc2)c(Cl)c1C(=O)Nc1ccccc1
    nt	3.6%
Cc1onc(-c2ccccc2)c1C(=O)Nc1nc2c(s1)C(=O)CC(C)(C)C2
    -3	3.7%
CC(=O)c1ccc(OCC(O)CN2CCN(CC(O)COc3ccc(C(C)=O)cc3)CC2)cc1 (stereo unspecified)
    -9	-1.6%
O=C1Nc2ccccc2C12Nc1ccccc1-c1nc3ccccc3n12 (stereo unspecified)
    -5	0.0%
COC(=O)c1sc(NC(=O)CSc2nnnn2-c2ccc(C)cc2C)nc1C
    -3	-3.4%
CC(C1CC1)N(Cc1ccccc1)C(=O)NC(=O)c1ccc(F)cc1 (stereo unspecified)
    -2	-2.5%
COc1cc(/C=C/C(=O)OCC(=O)N2CC(=O)Nc3ccccc32)ccc1O
    7	0.1%
O=C(Cc1nn[nH]n1)Nc1ccc(F)cc1F
    -13	0.6%
O=C(c1c(F)cccc1F)N1CCN(c2ncccn2)CC1
    9	2.6%
CCOC(=O)CN1C(=O)S/C(=C/C=C/c2ccc(N(C)C)cc2)C1=O
    nt	-2.8%
O=C1Nc2ccc(Br)cc2C1(O)Cc1ccccn1 (stereo unspecified)
    nt	-3.5%

# New compounds follow:
# The line under a structure holds: RmlCD inh 1536	M. tuberculosis GlmU
COc1ccc(/C=N/Nc2nn3cnnc3c3ccccc23)cc1
    9	-5.0%
O=C(NCC1([N+](=O)[O-])CN(C(=O)c2ccccc2)CN(C(=O)c2ccccc2)C1)c1ccccc1
    -4	-1.5%
O=C(NCc1ccc2c(c1)OCO2)c1ccc(N2CCCCCC2)c([N+](=O)[O-])c1
    13	-1.0%
N#Cc1c(-c2ccc(F)cc2)nc(-c2ccccc2)[nH]c1=O
    nt	8.2%
O=C(Nc1ccc2c(c1)OCCO2)c1ccco1
    -4	4.8%
CCCCN(C)C(=O)CCC(=O)Nc1ccc2nc(N3CCN(C)CC3)cc(C)c2c1
    -16	-3.9%
CCn1c(/C=C/N(C(C)=O)c2ccccc2)[n+](CCCS(=O)(=O)[O-])c2cc(Cl)c(Cl)cc21
    5	-0.5%
Cc1ccc(C2CCN(C(=S)Nc3cccc(C)c3)C2)cc1 (stereo unspecified)
    -8	1.2%
CCCCNc1c([N+](=O)[O-])c(=O)n(C)c2ccccc12
    10	1.4%
O=C1C2C3C=CC(C4CC34)C2C(=O)N1/N=C/c1ccc([N+](=O)[O-])s1 (stereo unspecified)
    -6	-8.3%
CC(C)C[C@H](NC(=O)N1CCN(c2ccccc2)CC1)C(=O)O
    nt	2.0%
O=C(Nc1ccccc1)Nc1nnc(-c2ccccc2)o1
    40	0.3%
CC(C)c1nc2oc3c(=O)[nH]cnc3c2c2c1COC(C)(C)C2
    -3	-4.2%
O=C(Nc1ccc([N+](=O)[O-])cc1Br)c1cccnc1
    12	0.2%
O=C(N/N=C/c1ccco1)c1cc(=O)[nH]c2ccccc12
    38	-1.4%

# The list continues:
# The line under a structure holds: RmlCD inh 1536	M. tuberculosis GlmU
CC(=O)c1c(C)[nH]c(C(=O)N2CCN(c3cc(Cl)ccc3C)CC2)c1C
    -1	-4.4%
C=CCOc1ccc(C2C(C(=O)c3cccs3)=C(O)C(=O)N2c2nnc(C)s2)cc1 (stereo unspecified)
    nt	15%*
O=C(COC(=O)CNC(=O)c1cccc(F)c1)NCCC1=CCCCC1
    -5	1.4%
CC(C)=CCSc1nnc(CCNC(=O)OC(C)(C)C)o1
    nt	3.3%
CCOC(=O)c1c(NC(C)=O)sc2c(O)c(Br)ccc12
    -5	6.6%
CCCCn1c(=O)c(CCC(=O)OCC(=O)Nc2ccc(F)c(Cl)c2)nc2ccccc21
    nt	-9.1%
CC(C)c1ccc(NC(=S)NNC(=O)C2CC2)cc1
    nt	-5.2%
Clc1ccc(C2[C@H]3CN(Cc4cccnc4)[C@H](c4ccccc4)C34CC2(c2ccccc2)C4)cn1 (stereo partly specified)
    nt	-0.3%
O=C(/C=C\c1ccco1)Oc1cccc2cccnc12
    -7	0.9%
CCc1ccccc1NC1c2ccccc2C(=O)N1c1cc(C)ccn1 (stereo unspecified)
    9	1.9%
Cc1ccsc1/C=N/Nc1nc2ccccc2[nH]1
    4	2.5%
Cc1ccc2c(CN3CCCc4ccccc43)cc(=O)oc2c1C
    1	3.2%
CCn1c(=N)c(C(=O)NCCCOC)cc2c(=O)n3cccc(C)c3nc21
    ?	6.8%
COc1cccc2sc(Nc3nnc(-c4ccccc4Cl)o3)nc12
    4	-1.0%
COC(=O)C1=C(c2cc3ccccc3o2)C[C@@H]2CC[C@H]1N2C(=O)NCc1ccc(F)cc1
    nt	5.3%

# Copied from above (two entries):
# The line under a structure holds: RmlCD inh 1536	M. tuberculosis GlmU
COc1cccc2sc(Nc3nnc(-c4ccccc4Cl)o3)nc12
    4	-1.0%
COC(=O)C1=C(c2cc3ccccc3o2)C[C@@H]2CC[C@H]1N2C(=O)NCc1ccc(F)cc1
    nt	5.3%

# The listing continues.
# The line under a structure holds: RmlCD inh 1536	M. tuberculosis GlmU
COc1ccc(C2CC(=O)C(C3NCCc4ccccc43)=C(O)C2n2cncn2)cc1 (stereo unspecified)
    -16	-3.0%
COc1cc(OC)cc(C(=O)N(CN2CCCC2=O)c2ccccc2OC)c1
    -10	0.6%
O=C(CN1C(=O)NC2(CCCCC2)C1=O)Nc1ccc(F)cc1
    8	-6.5%
COCCSc1ccccc1C(=O)NCc1ccc(S(N)(=O)=O)cc1
    -3	2.0%
FC(F)(F)c1ccccc1NC1=NCCC1
    7	8.8%
O=C(/C=C/c1ccccc1)NC1CC2CCC1C2 (stereo unspecified)
    -5	3.4%
Cc1c(C(=O)N2CCC3(CC2)OCCO3)oc2ccc(S(=O)(=O)N3CCCCC3)cc12
    9	-3.0%
O=C(Nc1nnc(SCc2ccc(F)cc2)s1)c1cnccn1
    6	4.0%
COc1cccc(C=Nc2cc(C)on2)c1O
    nt	3.2%
Cc1cc(C)c(C)c(S(=O)(=O)NCC(=O)O)c1C
    -6	-1.1%
O=C1OC(c2ccccc2)=C/C1=C/c1cccs1
    5	-2.3%
O=C1CCCC2=C1C(c1ccncc1)c1c(nc(SCc3ccccc3)[nH]c1=O)N2 (stereo unspecified)
    12	nt
CCOC(=O)c1ccc(CSC(=N)N)o1
    -1	-5.5%
CCCSc1nc(NCc2ccco2)c2c3c(sc2n1)COC(C)(C)C3
    nt	-3.8%
S=C(Nc1cccc(Cl)c1)NC1CCCCC1
    -4	-1.2%

# The list goes on.
# The line under a structure holds: RmlCD inh 1536	M. tuberculosis GlmU
N#CCCN(C(=O)Nc1ccccc1)c1ccccc1
    nt	-2.8%
Cc1cc(CSc2nc(C)cc(=O)[nH]2)c2ncccc2c1
    1	8.1%
COC(=O)c1c(C(=O)OC)c(-c2cccc(C)c2)n2c1CS(=O)(=O)C2
    110	1.3%
COc1ccc(CCNC2=NCC(C)S2)cc1 (stereo unspecified)
    9	3.0%
O=C(N/N=C/c1ccc(Cl)cc1Cl)Nc1ccccc1
    8	1.6%
CCOC(=O)c1c(NC(=O)CSc2nc3cc(Cl)ccc3c(=O)n2Cc2ccco2)sc(C(=O)N(C)C)c1C
    -3	-1.8%
COc1ccc(Br)c(C(=O)NCCC(C)C)c1
    nt	-6.6%
COC(=O)C1=CN(Cc2cccs2)C=C(C(=O)OC)C1c1cccc(O)c1
    nt	-4.3%
CCCn1c(SCC(=O)N2CCCc3ccccc32)nc2c1c(=O)n(C)c(=O)n2C
    nt	-1.5%
O=c1[nH][nH]c(=O)n1-c1ccccc1
    nt	0.2%
CCN(CC)CCN1C(=O)C(=O)/C(=C(/O)c2ccc(OC(C)C)cc2)C1c1cccs1 (stereo unspecified)
    0	1.5%
CCCNC(=O)c1onc(CSc2ccc(Cl)cc2)c1C(=O)NCCC(C)C
    nt	5.8%
CCOC(=O)c1ccc(NC(=O)CC2SCCNC2=O)cc1 (stereo unspecified)
    nt	-2.7%
COc1ccc(Nc2nc(Cl)c(C=O)s2)cc1
    4	3.8%
O=S(=O)(c1cccc2nonc12)N1CCN(c2cccc(Cl)c2)CC1
    -5	1.5%

# Going on with the list.
# The line under a structure holds: RmlCD inh 1536	M. tuberculosis GlmU
CCC(C)[C@H]1CN=C(N)N1CCc1cccc(F)c1 (stereo partly specified)
    nt	-3.9%
N/C(=N\OC(=O)C1CCCCC1)c1cccnc1
    nt	3.0%
COc1cc2c(C(=O)NCCN(C)C)cn(CC(C)C)c(=O)c2cc1OC
    -11	2.4%
CCNc1ccc(C(=O)OCC(=O)N(Cc2ccccc2)C(C)(C)C)cc1[N+](=O)[O-]
    -13	-6.3%
N#C/C(=C\c1ccc(Sc2ccc(Cl)cc2)o1)c1nc2ccccc2[nH]1
    5	-4.0%
O=C(O)c1ccc2c(c1)ncn2C1CCCCC1
    nt	-4.5%
C[C@H](NC(=O)c1ccco1)C(=O)Nc1ccc(S(=O)(=O)N2CCCC2)cc1
    -14	-1.3%
O=C(Cc1sc(-c2ccccc2Cl)nc1-c1ccccc1)Nc1ccccc1
    nt	-1.6%
Cc1csc(NC(=O)c2ccccc2C(=O)O)n1
    -7	-0.5%
COc1ccccc1Nc1nc(N)nc(CSc2nc(C)cc(C)n2)n1
    nt	-1.4%
COc1ccnc(Oc2cc(Cl)cc(Cl)c2)c1C#N
    -3	-1.6%
O=C(Nc1cnccc1C(F)(F)F)NC1CCCCC1
    8	0.0%
NP(=O)(OCC(F)(F)F)Oc1cccc2ccccc12 (stereo unspecified)
    -5	4.2%
COCCn1c(SCC(=O)c2ccc(F)cc2)nnc1C(C)C
    24	-0.5%
CCOC(=O)c1ccc(S(=O)(=O)N2CCC(C(=O)O)CC2)cc1
    -6	9.3%
Cc1ccc(N(CC(=O)NCc2ccc3c(c2)OCO3)S(C)(=O)=O)cc1
    nt	8.6%
COCCn1c(SCC(=O)Nc2nc(C)c(Cl)cc2Cl)nc2ccccc21
    nt	0.8%

# Entries of single compounds as entered above:
# `COCCn1c(SCC(=O)Nc2nc(C)c(Cl)cc2Cl)nc2ccccc21` reads RmlCD inh 1536: nt; M. tuberculosis GlmU: 0.8%
# `O=C1CCCC2=C1C(c1ccncc1)c1c(nc(SCc3ccccc3)[nH]c1=O)N2` (stereo unspecified) reads RmlCD inh 1536: 12; M. tuberculosis GlmU: nt
